Compound activity (PubChem)
All columns: NCI-60 one-dose screen, growth in % after 48 h at 10 µM unless noted; 100 = growth as untreated, 0 = no growth, -100 = all killed.
HCT-15 = HCT-15 colon cancer. AID 1794746. 82,000 compounds, 5.2% hits
SW-620 = SW-620 colon cancer | 82,000 compounds, 5.2% hits
NCI-H322M = NCI-H322M lung cancer; AID 1794733; 80,000 compounds, 2.7% hits
HCT-116 = HCT-116 colon cancer. 82,000 compounds, 7.3% hits
HT29 = HT29 colon cancer; 81,000 compounds, 7.4% hits
SNB-75 = SNB-75 CNS cancer | 79,000 compounds, 5% hits | AID 1794750
COLO 205 = COLO 205 colon cancer; 79,000 compounds, 7.3% hits
HCC-2998 = HCC-2998 colon cancer | 79,000 compounds, 4.7% hits
KM12 = KM12 colon cancer cells; 82,000 compounds, 5% hits; AID 1794800
The depositor's hits bear a star; . = no result given; & = joins results of further samples; ! = a repeat was not active; [ ] = another dose, or the depositor's remark. How the source made its calls: active means growth percent below 10; inactive means the rest. Only part of the results is shown; count on the stated rates, not on these rows.

The first 2 records, to show the layout:
SMILES	HCT-15	SW-620	NCI-H322M	HCT-116	HT29	SNB-75	COLO 205	HCC-2998	KM12
CSP(=S)(SC)SC(C)C	104	95	99	111	109	103	115	119	107
O=C(Nc1ccccc1)OCC(Cl)(Cl)Cl	95	106	101	98	100	91	121	96	100

The list itself, previewed entries included:
SMILES	HCT-15	SW-620	NCI-H322M	HCT-116	HT29	SNB-75	COLO 205	HCC-2998	KM12
CSP(=S)(SC)SC(C)C	104	95	99	111	109	103	115	119	107
O=C(Nc1ccccc1)OCC(Cl)(Cl)Cl	95	106	101	98	100	91	121	96	100
ClCCN(CCCl)Cc1nc2cc3ccccc3cc2[nH]1	83	64	105	81	75	83	82	103	102
O=[N+]([O-])/C=C/c1ccc(Cl)cc1	101	105	105	109	91	91	116	101	106
O=C(NC(Cl)=C(Cl)Cl)P(=O)(c1ccccc1)c1ccccc1	105	112	108	106	112	92	118	114	106
CNC(=O)Oc1cc2c(cc1C(C)(C)C)CCC2	100	105	101	98	96	99	94	103	108
CNC1(c2ccccc2Cl)CCCCC1=O (stereo not drawn)	108	107	117	113	115	110	106	109	104
Nc1ccc(Sc2ccc(N)cc2)cc1	110	101	103	104	103	105	107	109	104
O=C(CCl)c1ccc([N+](=O)[O-])o1	-87*	-97*	98	-100*	-14*	51	-86*	31	-21*
Nc1nonc1-c1noc(-c2nonc2N)n1	93	104	.	107	107	96	114	97	94
COP(=O)(SC)N(C)C (stereo not drawn)	102	104	127	105	112	106	106	126	102
COc1ccc(/C=C\c2cc(OC)c(OC)c(OC)c2)cc1NS(=O)(=O)c1ccc(Cl)cc1	54	74	73	62	76	.	74	75	50
CC1=C(CN(O)C(N)=O)C2=C(C)C3(CC3)[C@@](C)(O)C(=O)C2=C1	0.6*	86	5.2*	4.7*	0.3*	-53*	-36*	-53*	3.4*
O=C1C=C(Cl)C(=O)C=C1Cl	99	105	102	97	113	87	115	106	108
O=C1C2CC(CN3CCCCC23)C2CCCCN12 (stereo not drawn)	103	105	91	103	102	83	116	111	101
NNC(=O)CC[C@H](N)C(=O)O	104[20 µM]	99[20 µM]	109[20 µM]	100[20 µM]	98[20 µM]	87[20 µM]	.	100[20 µM]	104[20 µM]
CC(=O)O[C@H]1C(=O)[C@@]2(C)[C@H]([C@H](OC(=O)c3ccccc3)[C@]3(O)C[C@H](OC(=O)[C@H](OC(=O)OC[C@@H]4COC(C)(C)O4)[C@@H](NC(=O)c4ccccc4)c4ccccc4)C(C)=C1C3(C)C)[C@]1(OC(C)=O)CO[C@@H]1C[C@@H]2O	3.9*	27	14	5.1*	-2.4*	-16*	-28*	-5.0*	11
O=C1C=C2C=CC3CC2(O1)C1CCCCN1O3 (stereo not drawn)	106	101	103	96	111	91	119	111	106
COC(=O)[C@H]1[C@@H](O)[C@@]2(O)c3c(OC)cc(OC)cc3O[C@@]2(c2ccc(OC)cc2)[C@@H]1c1ccccc1	-3.1*	3.7*	-19*	-6.3*	-34*	-6.2*	-71*	0.3*	3.2*
C1CC2CCC1CNC2	102	103	101	100	96	84	105	.	104

The closing 6 records of the section before are carried over, then new ones follow:
SMILES	HCT-15	SW-620	NCI-H322M	HCT-116	HT29	SNB-75	COLO 205	HCC-2998	KM12
O=C1C2CC(CN3CCCCC23)C2CCCCN12 (stereo not drawn)	103	105	91	103	102	83	116	111	101
NNC(=O)CC[C@H](N)C(=O)O	104[20 µM]	99[20 µM]	109[20 µM]	100[20 µM]	98[20 µM]	87[20 µM]	.	100[20 µM]	104[20 µM]
CC(=O)O[C@H]1C(=O)[C@@]2(C)[C@H]([C@H](OC(=O)c3ccccc3)[C@]3(O)C[C@H](OC(=O)[C@H](OC(=O)OC[C@@H]4COC(C)(C)O4)[C@@H](NC(=O)c4ccccc4)c4ccccc4)C(C)=C1C3(C)C)[C@]1(OC(C)=O)CO[C@@H]1C[C@@H]2O	3.9*	27	14	5.1*	-2.4*	-16*	-28*	-5.0*	11
O=C1C=C2C=CC3CC2(O1)C1CCCCN1O3 (stereo not drawn)	106	101	103	96	111	91	119	111	106
COC(=O)[C@H]1[C@@H](O)[C@@]2(O)c3c(OC)cc(OC)cc3O[C@@]2(c2ccc(OC)cc2)[C@@H]1c1ccccc1	-3.1*	3.7*	-19*	-6.3*	-34*	-6.2*	-71*	0.3*	3.2*
C1CC2CCC1CNC2	102	103	101	100	96	84	105	.	104
COc1ccc2oc(=O)cc(CN(CCCl)CCCl)c2c1	93	80	105	100	98	63	96	90	99
CC1=C2C(=C[C@@](C)(COS(C)(=O)=O)[C@@H]2O)C(=O)[C@](C)(O)C12CC2	3.8*	12	4.3*	4.7*	3.6*	-75*	-34*	-26*	-3.3*
CNC(=O)Oc1cccc(N(C)C)c1	103	104	102	113	106	97	108	111	104
C#CC(C)(O)C(C)C (stereo not drawn)	107	104	110	100	106	91	105	103	110
COc1cccc2c1cc([N+](=O)[O-])c1c(C(=O)O)cc3c(c12)OCO3	105&100&69	109&101&79	99&115&50	92&101&72	-24*	106&96&79	-57*!	-1.4*!	99&104&85
CC1=C(CCCOC(=O)[C@H](N)CC(C)C)C2=C(C)C3(CC3)[C@@](C)(O)C(=O)C2=C1	4.2*	87	18	9.3*	13	-7.8*	-46*	0.2*	80
O=C(NC([Se])=NC1CCCCC1)c1ccccc1	44	.	4.8*	30	30	18	49	63	35
C[C@]12CC[C@H](S)CC1=CC[C@@H]1[C@@H]2CC[C@]2(C)C(=O)CC[C@@H]12	103	101	93	101	99	106	108	105	99
CN1C(=O)[C@]23C[C@H]4C(C)(C)[C@@]5(C[C@@]41CN2CC[C@@]3(C)O)C(=O)Nc1c5ccc2c1OC=CC(C)(C)O2	107	103	96	107	109	88	115	102	105
OC1(c2ccccc2F)c2ccccc2C2=NCCN21 (stereo not drawn)	108	97	97	93	105	104	101	100	105
CCCCCCCCNC(c1ccccc1)C(O)c1ccccc1 (stereo not drawn)	100	88	103	90	77	86	86	99	97
COC(=O)[C@@H](C)C[C@H](Cc1ccccc1)NC(=O)c1csc([C@@H](C[C@H](C(C)C)N(C)C(=O)C2(NC(=O)[C@H]3CCCCN3C)CCC2)OC(C)=O)n1	17	23	44	3.4*	5.8*	29	-59*	12	5.7*
Clc1ccc(N2CCNCC2)cc1	97	103	99	105	103	90	107	119	104
CCOP(=O)(OCCCl)C(NC(=O)c1ccc(C)cc1)=C(Cl)Cl (stereo not drawn)	102	110	107	105	113	90	123	98	110
Oc1ccc2c3c1OC1[C@@H](O)CC[C@@]4(O)[C@@H](C2)N(CC2CCC2)CC[C@]314 (stereo partly drawn)	99	104	98	99	98	98	113	.	104
CC(=O)O[C@H]1CC[C@]2(C)[C@H]3CC[C@]4(C)[C@@H](OC(C)=O)CC[C@H]4[C@@H]3[C@@H](C)[C@]2(O)C1	108	104	106	98	106	93	104	108	109
CC1=NNC(=O)C1(Br)Br	98	92	85	102	93	83	101	108	103
Nc1nc(N)c(-c2ccc(Cl)c(Cl)c2)c(CP(Cl)(Cl)(Cl)Br)n1	32	25	30	20	31	80	55	63	63
COc1cc(CC(C)=O)ccc1O	114	106	91	97	97	93	114	99	112
CCCCOP(=O)(CCC(=O)NC)OCCCC	103	104	102	103	102	98	112	103	112

Profiles from above. Order of screens: HCT-15, SW-620, NCI-H322M, HCT-116, HT29, SNB-75, COLO 205, HCC-2998, KM12
CCCCCCCCNC(c1ccccc1)C(O)c1ccccc1 (stereo not drawn) is entered as 100, 88, 103, 90, 77, 86, 86, 99, 97
CCOP(=O)(OCCCl)C(NC(=O)c1ccc(C)cc1)=C(Cl)Cl (stereo not drawn) is entered as 102, 110, 107, 105, 113, 90, 123, 98, 110
CC(=O)O[C@H]1CC[C@]2(C)[C@H]3CC[C@]4(C)[C@@H](OC(C)=O)CC[C@H]4[C@@H]3[C@@H](C)[C@]2(O)C1 is entered as 108, 104, 106, 98, 106, 93, 104, 108, 109
CN1C(=O)[C@]23C[C@H]4C(C)(C)[C@@]5(C[C@@]41CN2CC[C@@]3(C)O)C(=O)Nc1c5ccc2c1OC=CC(C)(C)O2 is entered as 107, 103, 96, 107, 109, 88, 115, 102, 105

Going on with the list:
SMILES	HCT-15	SW-620	NCI-H322M	HCT-116	HT29	SNB-75	COLO 205	HCC-2998	KM12
CNC(=O)Oc1ccccc1C(Cl)(Cl)Cl	114	.	106	102	114	102	112	111	104
OB([O][Hg][c]1ccccc1)[O][Hg][c]1ccccc1	-70*	-49*	-22*	-68*	-56*	-56*	-100*	-45*	15
CCCCN(CCCC)CC(O)c1ccc(Cl)c(C)c1Cl (stereo not drawn)	104	103	115	97	92	85	105	97	113
COc1ccc(C2=CC(c3ccc(OC)c(OC)c3)c3c(c4ccccc4oc3=O)O2)cc1OC (stereo not drawn)	14	19	36	24	3.8*	-4.1*	9.0*	31	16
COc1ccc(CC2NCCc3cc(OC)c(OC)cc32)cc1OC (stereo not drawn)	101	111	98	100	104	94	123	114	106
O=[N+]([O-])c1cc(S(=O)(=O)F)ccc1Cl	101	103	114	105	104	104	106	121	113
COc1ccc(CC[N+](C)(C)C)cc1	101	101	89	107	87	92	105	99	102
CC(C)c1cc([N+](=O)[O-])cc([N+](=O)[O-])c1O	108	100	112	103	103	.	105	87	88
O=C(N[C@H](Cc1cnc[nH]1)C(=O)O)C(=O)c1cn(Cc2cn(-c3ccccc3)nn2)c2ccccc12	105	108	96	92	96	92	.	93	102
CCOP(=O)(OCC)/C(C#N)=C/c1ccc(C)o1	105	106	114	115	104	97	111	93	110
NC(Cc1ccc(N(CCCl)Cc2ccccc2)cc1)C(=O)O (stereo not drawn)	120	96	105	99	97	84	102	101	115
CCOP(=S)(Nc1cccc(C(F)(F)F)c1)OCC	101	101	.	98	109	90	110	106	98
O=C1CC=C2C3CC4N(CCC45c4cc(O)c(O)cc4N1C25)C/C3=C\CBr (stereo not drawn)	99	110	.	105	108	88	107	101	114
C[C@@H](N)[C@@H](O)c1ccccc1	103	107	105	98	113	70	108	107	105
CCOP(=O)(C/C=C/c1ccccc1)OCC	95	98	108	105	112	97	106	117	104
CCc1cccc2ccccc12	100	109	103	112	100	89	108	104	107
O=C1c2ccccc2CCC1Cl (stereo not drawn)	101	96	109	93	100	75	100	106	105
O=C(Nc1ccc(Cl)cc1)Nc1nccs1	33	26	41	41	11	1.2*	3.1*	70	34
CC(N)C(=O)c1ccccc1 (stereo not drawn)	102	110	102	99	101	82	97	97	105
C[CH2][Pb]([CH2]C)([CH2]C)[O]C(=O)COc1ccccc1	12	6.0*	0.4*	4.1*	4.3*	4.5*	1.7*	-52*	1.6*
Cc1cc(N(CCCl)CCCl)ccc1C=Nc1cccnc1	84	85	108	78	92	60	77	91	102
C#C[C@]1(O)CC[C@H]2[C@@H]3CC[C@@]45O[C@@H]4C(=O)CC[C@]5(C)[C@H]3CC[C@@]21C	81	107	99	96	105	79	114	110	100
